# KCNQ1 pot – potentiators or activators of human KCNQ1 potassium channel. B-score at 10 µM. CHO-K1 KCNQ1, thallium flux FluxOR fluorescence; hits give high values. hit rate 0.35% among 310,000. P51787;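 active means fluorescence ratio B-score, a plate-corrected score, at least three library SD, with initial intensity B-score within 5 SD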
#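 Doses: Single concentration per compound, DMSO matched to controls | Test system: KCNQ1-transfected CHO-K1 cells | Timing: 90 min dye loading and 20 min compound exposure, both at room temperature | Measured by: Kinetic FluxOR thallium fluorescence, 10-s 1-Hz baseline, 110-s post-stimulus read | Medium: Assay buffer with matched DMSO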
# TRPC4 potent – allosteric potentiators of mouse TRPC4 channel; Q9QUQ5; HEK293 TRPC4beta/mu-opioid, DAMGO EC20, Fluo-4 Ca2+ flux; hits give high values; B-score at 10 µM; hit rate 0.42% among 310,000; AID 2227;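 active means B-score of calcium response area above 5 SD of library B-scores, with initial fluorescence ratio within 5 SD of library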;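 further: B-score of integrated fluorescence ratio over time as area under calcium response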
# Target sequence (Q9QUQ5 whole entry, looked up): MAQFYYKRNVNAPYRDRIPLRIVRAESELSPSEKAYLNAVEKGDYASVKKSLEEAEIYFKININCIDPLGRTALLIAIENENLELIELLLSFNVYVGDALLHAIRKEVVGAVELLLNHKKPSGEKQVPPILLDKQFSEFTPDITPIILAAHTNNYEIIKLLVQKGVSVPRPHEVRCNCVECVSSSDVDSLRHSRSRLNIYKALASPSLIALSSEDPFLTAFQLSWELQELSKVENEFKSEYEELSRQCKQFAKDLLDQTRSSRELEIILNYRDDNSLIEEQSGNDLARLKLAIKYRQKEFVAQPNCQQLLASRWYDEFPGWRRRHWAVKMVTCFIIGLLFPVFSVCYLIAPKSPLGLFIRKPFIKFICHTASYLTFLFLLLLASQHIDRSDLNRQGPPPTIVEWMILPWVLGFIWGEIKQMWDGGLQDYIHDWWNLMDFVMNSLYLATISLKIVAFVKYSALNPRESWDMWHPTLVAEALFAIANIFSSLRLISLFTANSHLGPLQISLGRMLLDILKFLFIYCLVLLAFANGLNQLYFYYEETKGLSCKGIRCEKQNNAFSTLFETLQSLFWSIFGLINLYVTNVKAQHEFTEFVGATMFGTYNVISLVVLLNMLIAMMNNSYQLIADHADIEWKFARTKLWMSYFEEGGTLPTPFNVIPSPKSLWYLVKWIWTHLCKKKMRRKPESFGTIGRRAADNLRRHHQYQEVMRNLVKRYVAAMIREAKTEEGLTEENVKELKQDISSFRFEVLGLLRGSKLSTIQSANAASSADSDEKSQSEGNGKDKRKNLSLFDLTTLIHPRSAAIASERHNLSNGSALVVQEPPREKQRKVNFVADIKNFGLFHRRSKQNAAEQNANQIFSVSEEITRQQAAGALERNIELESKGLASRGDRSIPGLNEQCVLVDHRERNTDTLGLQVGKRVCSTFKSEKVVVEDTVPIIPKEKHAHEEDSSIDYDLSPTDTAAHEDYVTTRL
# Platelet DG rel – modulates dense granule release in human platelets | human platelet-rich plasma, SFLLRN dense granule ATP release, luminescence | inhibition, %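 (compounds screened at 7.5 µM in platelet-rich plasma)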 | hit rate 0.22% among 300,000;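 active means mean replicate score, as percent of positive control, at or above 50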
# PolyA inh – yeast polyadenylation inhibition | S. cerevisiae SKY197-pL101 polyadenylation reporter, beta-gal luminescence; efflux-impaired pdr1/pdr3 knockout yeast; score 100 = 6 SD above DMSO | AID 1875 | calls only at 12 µM | hit rate 0.02% among 300,000;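 active means lowest replicate activity score at least 50, where 100 means six control SD above control mean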;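 further: yeast exposed to compound for 9 h at 30 °C; higher score means more reporter readthrough which indicates perturbed polyadenylation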
# KCNK9 inh – blocks the human KCNK9 two-pore domain potassium channel; HEK293 KCNK9, FluxOR thallium flux fluorescence; hits give low values; B-score at 10 µM; hit rate 1.2% among 310,000; AID 488922;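 active means ratio B-score over 3 SD below the library mean, with starting fluorescence within 5 SD of its mean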;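 further: negative B-score means less thallium flux so channel inhibition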
# KCNK3 block – human KCNK3 channel inhibition, primary screen | CHO-KCNK3 thallium flux, FluxOR fluorescence; hits give low values | B-score at 10 µM | hit rate 0.84% among 340,000;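 active means B-score under library mean minus 4 SD, starting fluorescence ratio at most library mean plus 5 SD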;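 further: more negative B-score means stronger inhibition of thallium flux through KCNK3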
# Dyrk1A ADPGlo – blocks rat Dyrk1A kinase activity; Q63470; ADP-Glo luminescence, NFATc1 peptide; AID 504441; inhibition, % at 12.5 µM; hit rate 0.43% among 310,000; in the data active means inhibition above about 50%;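 further: plate controls were vehicle with enzyme for no effect and no enzyme for full effect; many of its hits are not listed in these tables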
# TRPC4 inh – blocks the mouse TRPC4 cation channel. Q9QUQ5. HEK293 TRPC4beta/mu-opioid, DAMGO-evoked Fluo4 calcium flux; hits give low values. B-score at 10 µM. hit rate 0.39% among 300,000. AID 2247;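 active means B-score over 3 SD under the library average, no early fluorescence shift, positive overall ratio signal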
#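 Test system – stable TRPC4beta/mu-opioid receptor HEK293 cells · Probe or stimulus – DAMGO, a submaximal dose followed by a maximal one · Dosing – one concentration per compound · Signal – Fluo4 calcium fluorescence by kinetic imaging, 5 s 1 Hz baseline · Evaluation – per-well B score of integrated baseline-normalized Fluo4 ratio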
# KCNQ1 block – inhibitors of human KCNQ1 potassium channel | P51787 | CHO-K1 KCNQ1, FluxOR thallium flux fluorescence; hits give high values | B-score at 10 µM | hit rate 1.3% among 310,000 | AID 2642;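 active means compounds whose thallium flux B-score, printed positive for inhibition, exceeds three library SD while starting fluorescence stays within three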;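 further: channel opened by potassium depolarization with thallium stimulus after 20 min compound exposure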
# TRPC4 act – opens the mouse TRPC4 cation channel. hit rate 0.49% among 310,000. Q9QUQ5. B-score at 10 µM. HEK293 TRPC4beta/mu-opioid, Fluo4 calcium fluorescence; hits give high values;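 active means B-score above 5 SD of library B-scores, and initial fluorescence ratio not above library mean plus 5 SD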;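 further: positive B-score marks a calcium rise read as TRPC4 activation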
#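 Incubation: 45 min room-temperature Fluo4 loading, 110 s read / System: HEK293 cells stably co-expressing mouse TRPC4beta and mu-opioid receptor / Signal: Fluo4 fluorescence, kinetic / Control set: buffer (low) and maximal DAMGO (high) / Measure: integrated baseline-normalised fluorescence ratio, converted to per-well B score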
# hERG protect – compounds protecting human hERG from proarrhythmic drug block; Q12809; CHO-hERG, FluxOR thallium flux, dofetilide IC70 present; activation (rescue from dofetilide block), less the hit threshold, % at 10 µM; hit rate 0.51% among 310,000;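 active means activation above the mean of controls blocked by dofetilide plus 5 SD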;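 further: thallium influx through hERG after potassium depolarization seen as dye fluorescence rise; in these data hits start at about 4.7%; inactives centre near -7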
# Numbers without * were called inactive; i = inactive; / = no result given. Not all compounds are listed (hit frequency here may not be typical).
Molecule	KCNQ1 pot	TRPC4 potent	Platelet DG rel	PolyA inh	KCNK9 inh	KCNK3 block	Dyrk1A ADPGlo	TRPC4 inh	KCNQ1 block	TRPC4 act	hERG protect
CC1=C(C(=O)Nc2cc(C)ccc2C)C(c2cccs2)NC(=S)N1 (configuration not stated)	i	i	-5	i	i	i	0	i	i	i	-11
S=c1[nH]nc(COc2ccc(Cl)cc2)n1Cc1ccccc1	i	i	2	i	i	i	0	i	i	i	-2
O=C(O)CCN(Cc1ccccc1)S(=O)(=O)c1c(Cl)cccc1Cl	i	i	0	i	i	i	0	i	i	i	-18
Cc1ccc(S(=O)(=O)NCCc2nnc3ccc(SCC(=O)Nc4nc(C)cs4)nn23)cc1	i	i	-11	i	i	i	-1	i	i	i	-2
CC(C)(C)NC(=S)N/N=C/c1cccnc1	i	i	9	i	i	i	1	i	i	i	-9
CCOc1cc(/C=N/O)ccc1OCc1ccccc1F	i	i	8	i	i	i	21	i	i	i	-8
Cn1c(O)c(N=Nc2ccc(F)cc2)c2ccccc21	i	i	-2	i	i	i	-3	i	i	i	-16
NC(=O)CC(NC(=O)c1ccccc1)c1ccc(N2CCC(Cc3ccccc3)CC2)c([N+](=O)[O-])c1 (configuration not stated)	i	i	-3	i	-6.8*	i	-2	i	i	i	-17
COc1ccccc1NS(=O)(=O)c1cc(NC(=O)C(C)C)ccc1N1CCCCC1	i	i	-7	i	-11*	i	6	i	i	i	-4
CCOC(=O)c1ccc(NC(=O)C2CC2)cc1	i	i	-2	i	i	i	8	i	i	i	-8
O=C(CCl)Nc1cccc2ncccc12	i	i	-1	i	i	i	10	i	i	i	-11
Cc1nnc(NC(=O)COc2ccccc2)s1	i	i	7	i	i	i	-10	i	i	i	-4
O=C(c1ccc2c(c1)N(Cc1ccc(F)cc1)CCS2)N1CCOCC1	i	i	-1	i	i	i	2	i	i	i	-8
Cc1ccc(-c2csc(N3CCC(C(N)=O)(N4CCCCC4)CC3)n2)cc1	i	i	3	i	i	i	-7	i	i	i	-6
CCOC(=O)c1c(NC(=O)CSc2nnc(CNC(=O)c3ccco3)n2C)sc2c1CCC2	i	i	5	i	i	i	0	i	i	i	-11
Cc1ccc(N(C(=O)c2snc(C(N)=O)c2N)C(C(=O)NCC2CCCO2)c2c[nH]c3ccccc23)cc1 (configuration not stated)	i	i	2	i	i	i	-1	i	i	i	-18
Cc1ccc(SCC(=O)NC2CCCCCC2)cc1	i	i	-2	i	i	i	15	i	i	i	-6
Cn1c(SCCCC(=O)c2ccc(F)cc2)nnc1-c1ccncc1	i	i	-3	i	i	i	-3	i	i	i	-11
CCO[C@H]1OC(C(=O)N2CCN(Cc3ccc4c(c3)OCO4)CC2)=C[C@@H](C)[C@@H]1CCCO	i	i	2	i	i	i	5	i	i	i	-7
COc1ccccc1CNC(=O)C1CC(c2cccc([N+](=O)[O-])c2)=NO1 (configuration not stated)	i	i	-2	i	i	i	1	i	i	i	-7
CCn1c(COc2ccccc2)nnc1SCC(=O)CC(=O)Nc1ccccc1OC	i	i	3	i	i	i	-4	i	i	i	-7
CN(c1ncc(C(F)(F)F)cc1Cl)N1C(=O)C2ONC3(C(=O)CC(C)(C)CC3=O)C2C1=O (configuration not stated)	i	i	3	i	i	i	5	i	i	i	-4
O=C(COC(=O)c1cncc(Br)c1)Nc1nnc(-c2ccccc2)o1	i	i	7	i	i	i	5	i	i	i	-8
CCn1cc(C(=O)N2CCN(C3CCCCC3)CC2)c2cc(OC)c(OC)cc2c1=O	i	i	1	i	i	i	0	i	i	i	-5
CC12c3ccccc3C(c3ccccc31)C1C(=O)N(c3ccncc3)C(=O)C12 (configuration not stated)	i	i	-5	i	i	i	0	i	i	i	-7
COC(=O)c1[nH]c2cc(OC)ccc2c1NC(=O)CCN1CCSCC1	i	i	1	i	i	i	-1	i	i	i	-5
Cc1nsc(Nc2ccc([N+](=O)[O-])cc2)c1C#N	i	i	4	i	i	i	-2	i	i	i	-2
COc1cccc(CCc2nnc(CCC(=O)NC(C)c3c(C)nn(C)c3C)o2)c1 (configuration not stated)	i	i	-3	i	i	i	3	i	i	i	-4
CC(=O)Nc1ccc(S(=O)(=O)NCC(=O)OCC(=O)NC23CC4CC(CC(C4)C2)C3)cc1	i	i	0	i	i	i	1	i	i	i	-8
COc1ccccc1C(=O)Nc1ccnn1C1CCN(C2CCSCC2)CC1	i	i	10	i	i	i	-7	i	i	i	-7
Cc1cc(/C=N/NC(=O)c2cccs2)c(C)n1-c1ccccc1	i	i	2	i	-10*	-10*	-9	i	i	i	-10
CC1(C)Oc2ccc3ccc(=O)oc3c2/C(=C/O)C1=O	i	i	3	i	i	i	17	i	i	i	-6
O=C(O)c1ccc2c(=O)n(-c3ccc(F)c(Cl)c3)c(=S)[nH]c2c1	i	i	0	i	i	i	13	i	i	i	-6
OCCC1CN(Cc2cccn2-c2ncccn2)CCN1Cc1ccc(F)cc1 (configuration not stated)	i	i	6	i	i	i	-9	i	i	i	-11
COCCNc1nnnc2c1sc1nc(N3CCOCC3)c3c(c12)CC(C)(C)OC3	i	i	-7	i	i	i	-1	i	i	i	-6
COC(=O)NCCOc1nc(N(C)C)nc(N(C)C)n1	i	i	4	i	i	i	5	i	i	i	-3

# Shown as labelled records: 4 of the compounds above
> O=C(O)c1ccc2c(=O)n(-c3ccc(F)c(Cl)c3)c(=S)[nH]c2c1
  KCNQ1 pot = i | TRPC4 potent = i | Platelet DG rel = 0 | PolyA inh = i | KCNK9 inh = i | KCNK3 block = i | Dyrk1A ADPGlo = 13 | TRPC4 inh = i | KCNQ1 block = i | TRPC4 act = i | hERG protect = -6
> OCCC1CN(Cc2cccn2-c2ncccn2)CCN1Cc1ccc(F)cc1 (configuration not stated)
  KCNQ1 pot = i | TRPC4 potent = i | Platelet DG rel = 6 | PolyA inh = i | KCNK9 inh = i | KCNK3 block = i | Dyrk1A ADPGlo = -9 | TRPC4 inh = i | KCNQ1 block = i | TRPC4 act = i | hERG protect = -11
> COCCNc1nnnc2c1sc1nc(N3CCOCC3)c3c(c12)CC(C)(C)OC3
  KCNQ1 pot = i | TRPC4 potent = i | Platelet DG rel = -7 | PolyA inh = i | KCNK9 inh = i | KCNK3 block = i | Dyrk1A ADPGlo = -1 | TRPC4 inh = i | KCNQ1 block = i | TRPC4 act = i | hERG protect = -6
> COC(=O)NCCOc1nc(N(C)C)nc(N(C)C)n1
  KCNQ1 pot = i | TRPC4 potent = i | Platelet DG rel = 4 | PolyA inh = i | KCNK9 inh = i | KCNK3 block = i | Dyrk1A ADPGlo = 5 | TRPC4 inh = i | KCNQ1 block = i | TRPC4 act = i | hERG protect = -3

# Further structures
Molecule	KCNQ1 pot	TRPC4 potent	Platelet DG rel	PolyA inh	KCNK9 inh	KCNK3 block	Dyrk1A ADPGlo	TRPC4 inh	KCNQ1 block	TRPC4 act	hERG protect
O=C(NCCCN1CCOCC1)c1ccc(Sc2cccc(Cl)c2)c([N+](=O)[O-])c1	i	i	14	i	i	i	3	i	i	i	-14
CCc1cc(C(=O)c2ccc(Br)cc2)c(NC(=O)CN(CC)CC)s1	i	i	11	i	i	i	2	i	i	i	-3
Cc1cc(C#N)c(C)n1-c1cc(S(=O)(=O)N2CCOCC2)ccc1N1CCCC1	i	i	11	i	i	i	0	i	i	i	-6
CCCc1ccc(-c2c(C)sc(N)c2C#N)cc1	i	i	-4	i	i	i	-3	i	i	i	-6
Cc1cc(NC(=O)c2ccc(C)c(C)c2)no1	i	i	-3	i	i	i	/	i	i	i	-1
CN(C)CCNC(=O)/C(=C/c1ccc(-c2ccc(Cl)cc2Cl)o1)NC(=O)c1ccccc1	i	i	9	i	i	i	15	i	i	i	-21
O=C(Nc1ccccc1F)Nc1cc(S(=O)(=O)N2CCOCC2)ccc1N1CCCC1	i	i	-11	i	i	i	/	i	i	i	-13
COc1cccc(-c2cc(C(=O)N3CCCc4ccccc43)no2)c1	i	i	-1	i	i	-12*	3	i	i	i	-13
CCOC(=O)c1nnn(CC(=O)NC(=O)Nc2ccc(F)cc2)c1C(=O)OCC	i	i	3	i	i	i	14	i	i	i	-13
Cc1ccc(C)c(N2CCN(C(=O)c3ccc4c(=O)n5c(nc4c3)CCCCC5)CC2)c1	i	i	2	i	i	i	14	i	i	i	-13
Cc1occc1C(=O)Nc1cccc(C(=O)O)c1	i	i	-3	i	i	i	1	i	i	i	-6
O=C(CSc1n[nH]c(-c2ccccc2)n1)Nc1ncccn1	i	i	-4	i	i	i	11	i	i	i	-10
CC(C)(C)C(=O)Nc1ccc(-c2cn3cccnc3n2)cc1	i	i	-4	i	i	i	-5	i	i	i	-9
CCc1nccn1S(=O)(=O)c1cccc([N+](=O)[O-])c1	i	i	-3	i	i	i	4	i	i	i	-9
COc1cnc(-c2ccccn2)nc1Sc1cccc(Cl)c1	i	i	6	i	i	i	4	i	i	i	-14
COc1ccc(OC)c(NC(=O)CSc2nnc(Cn3nnc4ccccc43)n2C)c1	i	i	2	i	i	i	0	i	i	i	-13
COc1ccc(C2COC(=O)C2=N)c(NC(=O)c2ccccc2)c1 (configuration not stated)	i	i	-3	i	i	i	5	i	i	i	-9
O=S(=O)(NC(=S)NC1CCCCC1)c1ccc(Cl)cc1	i	i	6	i	i	i	5	i	i	i	5.5*
O=C(COc1ccc(Cl)cc1Cl)NN1C(=O)C2C3C=CC(C3)C2C1=O (configuration not stated)	i	i	8	i	i	i	-2	i	i	i	-6
O=C(CC1SC(=Nc2cccc3ccccc23)N(Cc2ccccn2)C1=O)Nc1ccccc1Br (configuration not stated)	i	i	-5	i	i	i	-6	i	i	i	-10
C/C(=N/NC(=O)CNC(=O)c1cccnc1)c1ccccc1	i	i	-5	i	i	i	7	i	i	i	-6
Cc1nn(C)c(Oc2cccc(Cl)c2)c1C(=O)O	i	i	0	i	i	i	-3	i	i	i	-7
CCCCN1CC(C(=O)NC2CCCCC2)CC1=O (configuration not stated)	i	i	-1	i	i	i	6	i	i	i	-3
COc1ccc(/C=C(\C#N)C(=O)N=CN(C)C)cc1	i	i	-7	i	i	i	6	i	i	i	-6
COc1ccc(S(=O)(=O)N(C)CC(=O)NC2CCCCC2)cc1OC	i	i	10	i	i	i	-15	i	i	i	-2
O=C(COc1ccc(Cl)cc1Cl)NCCC1=CCCCC1	i	i	0	i	i	i	5	i	i	i	-2
COc1cccc(OCCNc2cc(N3CCCCC3)ccc2[N+](=O)[O-])c1	i	i	-1	i	-7.9*	i	0	i	i	i	-13

# From PubChem BioAssay
